mIDH1 inhibitor: human IDH1 R132H inhibition. O75874. IDH1-R132H enzyme, NADPH consumption, diaphorase/resazurin fluorescence. Potency, µM (doses to about 76.6 µM), for inactives: at the top dose activity change, negative = inhibition, most hits filed as inhibitors. 390,000 tested, 0.093% active. AID 602179; also: potency is read from the fitted curve at half-maximal effect; % is scaled to controls: 0 for no effect and ±100 for the full control effect; nearly all actives have a fitted effect of over 65% in size
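IDH1-R132H (0.5 ug/mL) preincubated 30 min with compound, then NADPH (0.016 mM) and alpha-KG (2 mM) added; 80 min at RT, pH 7.5. Remaining NADPH coupled via diaphorase/resazurin to fluorescence (540/590 nm); concentration-response curves normalized to no-enzyme control.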
TrxR1 inh: rat TrxR1 inhibition; O89049; recombinant rTrxR1, NADPH fluorescence consumption, selenite substrate; Potency, µM (doses to about 114 µM), without a hit: at the top dose activity change, negative = inhibition, usual class: inhibitors; 390,000 tested, 1% active; AID 588453; also: potency is read from the fitted curve at half-maximal effect; % is scaled to controls: 0 for no effect and ±100 for the full control effect; nearly all actives have a fitted effect of over 65% in size
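Rat TrxR1 (90 nM in the dispensed reagent) was pre-reduced with 400 uM NADPH for 5 min at room temperature, then incubated with compound for 15 min. After 400 uM selenite was added, NADPH fluorescence (Ex 340/Em 450 nm) was followed for 8 min.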
TRHR agonist: activates the human TRH receptor; AID 493084; TRHR cells, calcium flux fluo-8, FDSS agonist mode; activation, % at 2 µM; 360,000 tested, 0.18% active; P34981; in the data active = activation above about 30%; also: 0% is about no effect
Target sequence (P34981 whole entry, looked up): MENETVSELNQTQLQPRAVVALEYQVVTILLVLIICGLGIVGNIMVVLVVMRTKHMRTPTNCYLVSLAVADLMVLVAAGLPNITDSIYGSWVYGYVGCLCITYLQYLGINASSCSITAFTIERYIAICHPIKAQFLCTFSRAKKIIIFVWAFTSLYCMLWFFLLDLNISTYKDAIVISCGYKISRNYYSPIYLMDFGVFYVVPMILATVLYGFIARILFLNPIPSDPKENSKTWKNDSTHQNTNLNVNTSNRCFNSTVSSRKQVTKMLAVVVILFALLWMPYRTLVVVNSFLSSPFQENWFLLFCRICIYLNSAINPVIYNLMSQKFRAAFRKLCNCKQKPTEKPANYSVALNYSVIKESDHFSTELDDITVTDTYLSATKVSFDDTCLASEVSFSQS
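Steps: seed TRHR cells overnight; add fluo-8 no-wash Ca dye, RT 30 min–1.5 h; record 10 s baseline; pin-transfer compounds; monitor fluorescence 1 cycle/s for the agonist window. Calcium increases flag candidate agonists.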
D2 antagonist: antagonizes the human D2 dopamine receptor; P14416; HEK293 TREx D2 cells, calcium flux, dopamine EC80; inhibition, % at 10 µM; 340,000 tested, 2% active; in the data active = inhibition above about 30%; also: 0% is about no effect
Target sequence (P14416 whole entry, looked up): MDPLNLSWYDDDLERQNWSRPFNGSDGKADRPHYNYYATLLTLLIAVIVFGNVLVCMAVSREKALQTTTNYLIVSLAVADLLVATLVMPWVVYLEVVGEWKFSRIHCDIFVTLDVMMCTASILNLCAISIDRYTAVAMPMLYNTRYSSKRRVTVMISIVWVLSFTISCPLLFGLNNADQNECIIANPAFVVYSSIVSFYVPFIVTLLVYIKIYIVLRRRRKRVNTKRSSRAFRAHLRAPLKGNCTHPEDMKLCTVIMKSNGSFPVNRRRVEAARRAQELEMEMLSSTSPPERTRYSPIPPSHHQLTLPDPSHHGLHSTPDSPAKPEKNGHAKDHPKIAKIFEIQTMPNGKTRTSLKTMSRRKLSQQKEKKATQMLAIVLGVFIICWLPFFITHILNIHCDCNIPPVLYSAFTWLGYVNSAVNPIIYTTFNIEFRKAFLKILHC
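Measurement of antagonist activity uses fluorescent calcium dye in inducible HEK293 T-REx D2 cells: 10 s baseline, compound addition with 180 s read, EC80 dopamine addition with a further 180 s read.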
D2 agonist: activates the human D2 dopamine receptor; 340,000 tested, 0.53% active; activation, % at 2 µM; HEK293 T-REx D2 cells, calcium flux agonist mode; AID 485358; P14416;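 active = activation over 3 SD above normal in the single-dose calcium agonist read, cut at about 30% in these data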; also: 0% is about no effect
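Calcium-flux readout, 1 cycle/sec over 180 s following compound pin transfer, in inducible HEK293 Trex D2 cells (force-coupled); dopamine controls included. Positive calcium responses during this window marked compounds as potential agonists.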
TRHR enhancer: TRH receptor (human) allosteric enhancement | AID 493056 | TRHR cells, fluo-8 calcium fluorescence, EC20 TRH enhancement | 360,000 tested, 0.66% active | enhancement, % at 2 µM; in the data active = enhancement above about 30%; also: 0% is about no effect
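Enhancer read-out: after compound pinning and an initial kinetic agonist-mode read, an EC20 of TRH (10 nM final) was injected and fluo-8 calcium signal (Ex 480/Em 530) followed at 1 s/cycle for 100 cycles in TRHR-expressing cells.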
USP1 inh: blocks the human USP1/UAF1 deubiquitinase complex | O94782 | recombinant USP1/UAF1, Ub-Rhodamine cleavage fluorescence | Potency, µM (highest dose often 57.1 µM), inactives show at the top dose activity change, negative = inhibition, most hits filed as inhibitors | 390,000 tested, 0.23% active | AID 743255; also: potency is read from the fitted curve at half-maximal effect; % is scaled to controls: 0 for no effect and ±100 for the full control effect; nearly all actives have a fitted effect of over 60% in size; inactives centre near -12
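USP1/UAF1 complex at 1 nM was preincubated with compound for 15 min at room temperature, then Ub-Rho substrate (150nM final) was added. Fluorescence (480/540 nm) was read kinetically, 6 reads every 60 seconds.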
PI4K2A block: inhibitors of human PI4K2A | 420,000 tested, 0.13% active | purified PI4K2A, ADP-Glo luminescence, 1 h; hits give low values | Q9BTU6 | activity change, negative = inhibition, % at 76.9 µM; in the data active = activity change below about -50%; inconclusive = mostly about -30% to -49%;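 also: -100% = wells without enzyme as full effect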
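PI4K2A activity was measured by ADP-Glo luminescence: enzyme (4 ug/mL stock) and phosphatidylinositol (1.2 mM stock) in Tris pH 7.5/MgCl2/EGTA/Triton X-100 buffer were reacted with ATP (300 microM stock) for one hour at ambient temperature.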
TrxR1 substrate: substrates of rat thioredoxin reductase 1. purified TrxR1 substrate turnover, NADPH consumption readout. Potency, µM (titrated, usually from 114 µM), inactives show at the top dose activity change, negative = substrate turnover. 390,000 tested, 0.01% active; also: potency is read from the fitted curve at half-maximal effect; % is scaled to controls: 0 for no effect and ±100 for the full control effect; nearly all actives have a fitted effect of over 50% in size
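Rat TrxR1, dispensed at 90 nM, was prereduced with 400 uM NADPH (final) for 5 min at ~22 deg C, then incubated with compound 15 min before 400 uM selenite. A first-read NADPH fluorescence drop versus no-compound background flagged substrates.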
* hit, by the source's call; ? = inconclusive; / = not tested or not shown; & = joins results of further samples; [ ] = dose if it differs, or a comment. Unless noted, calls follow the shape of the dose curve; as a rule, active = well fitted inhibition curve with a large enough effect; inconclusive = small, poorly fitted or top-dose-only effect; inactive = no such curve, though single readings can be large or run the other way.

Preview, 4 compounds:
molecule	TRHR enhancer	TRHR agonist	D2 antagonist	TrxR1 inh	mIDH1 inhibitor	D2 agonist	PI4K2A block	TrxR1 substrate	USP1 inh
Cc1ccc(C(=O)c2c3ccc(C(F)(F)F)cc3nn2CCC(N)=O)cc1	1	0.1	6	0%	-2%	1.1	-2	-9%	-6%
CCCn1c(=O)c2ccccc2n2c(SCC(=O)NCc3cccs3)nnc12	-2	-1.5	7	-14%	-9%	-0.5	4	-4%	-17%
O=C(O)C1CCC(NSc2ccccc2[N+](=O)[O-])CC1 (stereo unspecified)	0	-0.1	/	10%	-3%	/	-24	1%	-10%
CC(=O)N1c2ccc(S(=O)(=O)NCC3CCC(C(=O)NC4CCCCC4)CC3)cc2CC1C (stereo unspecified)	-4	0.0	-7	46%[activator]	7%	0.1	1	8%	-11%

This part in full, repeating the preview:
molecule	TRHR enhancer	TRHR agonist	D2 antagonist	TrxR1 inh	mIDH1 inhibitor	D2 agonist	PI4K2A block	TrxR1 substrate	USP1 inh
Cc1ccc(C(=O)c2c3ccc(C(F)(F)F)cc3nn2CCC(N)=O)cc1	1	0.1	6	0%	-2%	1.1	-2	-9%	-6%
CCCn1c(=O)c2ccccc2n2c(SCC(=O)NCc3cccs3)nnc12	-2	-1.5	7	-14%	-9%	-0.5	4	-4%	-17%
O=C(O)C1CCC(NSc2ccccc2[N+](=O)[O-])CC1 (stereo unspecified)	0	-0.1	/	10%	-3%	/	-24	1%	-10%
CC(=O)N1c2ccc(S(=O)(=O)NCC3CCC(C(=O)NC4CCCCC4)CC3)cc2CC1C (stereo unspecified)	-4	0.0	-7	46%[activator]	7%	0.1	1	8%	-11%
Cc1oc2c(C)c3oc(=O)c(CCC(=O)NCCCn4ccnc4)c(C)c3cc2c1C	-5	1.0	7	5%	-9%	0.8	3	7%	?
CCC(C)N1C(=O)/C(=C/c2c(NCCCOC(C)C)nc3c(C)cccn3c2=O)SC1=S (stereo unspecified)	-6	34*	25	17%	-1%	34*	-5	-2%	28%
COc1cc(/C=C2\SC(=S)NC2=O)ccc1OS(=O)(=O)c1ccccc1	1	0.7	4	/	/	5.7	/	/	/
COC(=O)[C@]1(Cc2ccccc2)N[C@H](CN(C)S(=O)(=O)c2ccc(OC(F)(F)F)cc2)[C@@H]2C(=O)N(C)C(=O)[C@@H]21	/	/	/	8%	-11%	/	-1	-9%	-8%
CN(CC(=O)N1CCN(c2ccccn2)CC1)S(=O)(=O)c1cccc2nsnc12	3	0.7	-3	-5%	-1%	0.0	-3	-3%	0%
CCOc1ccccc1CN1CCN(CC2CC2)CC1CCO (stereo unspecified)	-4	0.8	-15	16%	-12%	0.4	6	-1%	-18%
COc1cccc(Nc2ncnc3sccc23)c1	1	0.2	-11	18%	3%	-0.2	-1	-4%	-8%
CCC(OC(=O)C(C)N1C(=O)C(=O)c2ccccc21)C(=O)Nc1ccccc1OC (stereo unspecified)	-2	0.4	-2	7%	2%	-0.1	9	-2%	-18%
FC(F)(F)c1cc(Nc2ccccc2)nc(-c2ccccn2)n1	2	1.9	-8	?	4%	0.1	-5	-11%	-3%
Clc1ccc(-n2nnc(-c3cccnc3Cl)n2)cc1Cl	3	0.0	1	8%	-1%	5.1	-5	2%	14%
Cc1oc(-c2cc3c(cc2Cl)OCO3)nc1CN1CCCC1c1ccc(F)cc1 (stereo unspecified)	-3	-0.3	14	11%[57.1 µM]	4%	0.3	-1	3%[57.1 µM]	-9%
O/N=C1\CCCc2ccc3ccccc3c21	6	0.2	-11	-1%[57.1 µM]	7%	0.2	-8	1%[57.1 µM]	?
CCc1nc(NC(=O)NS(=O)(=O)c2ccccc2C(=O)OC)nc(OC)n1	-3	0.8	17	22%	3%	0.5	-1	-2%	-16%
Cc1ccccc1OCC(=O)NNC(=O)C1CCCCC1C(=O)O (stereo unspecified)	3	-0.5	9	8%[57.1 µM]	-4%	1.4	5	-2%[57.1 µM]	-9%
CCOC(=O)[C@@H]1[C@H]2COc3ccccc3[C@H]2N2C(=O)N(c3ccc(F)cc3)C(=O)[C@]12C	-10	0.0	-4	42%[activator][57.1 µM]	2%	-1.2	-3	12%[57.1 µM]	-13%
Cc1ccc(S(=O)(=O)N2CC3(C)CN(S(=O)(=O)c4ccc(C)cc4)CC(C)(C2)C3)cc1	-10	0.0	14	8%[57.1 µM]	9%	-0.1	5	2%[57.1 µM]	-20%
COC(=O)c1c(C(=O)OC)c2cc(C)ccn2c1Cl	6	-0.4	-5	-13%	3%	-0.1	-8	23%	-26%
COc1ccc(/C=C(/NC(C)=O)C(=O)O)cc1	-3	0.4	8	-18%	4%	-0.6	-4	-13%	-14%
O=[N+]([O-])c1ccc(N2CCN(C(=S)Nc3cccc(F)c3)CC2)cc1	-3	0.7	/	-12%	11%	/	3	-2%	-23%
O=C(Cc1ccc(Cl)cc1)Nc1ccc(Cl)cn1	-4	-0.4	-4	19%	-5%	-0.8	5	-3%	-11%
O=C(Nc1ccc(Oc2cccnc2)cc1)c1ccccc1F	-7	1.0	10	5%	10%	0.0	-4	-3%	-2%
CCN1CCN(C(=O)C2CCN(S(=O)(=O)c3cc(Cl)ccc3Cl)CC2)CC1	2	0.4	0	18%[57.1 µM]	1%	0.8	13	-7%	-17%
Cc1ccnc(NC(c2ccccc2)c2ccc3cccnc3c2O)c1 (stereo unspecified)	/	/	/	-77%[57.1 µM]	-1%	/	-7	9%[57.1 µM]	?
Cc1no[n+]([O-])c1COc1ccccc1/C=N/n1nnnc1N	3	-1.2	-6	-10%	-3%	-1.1	0	-9%	-8%
CC(=O)Nc1ccc(Nc2c([N+](=O)[O-])c(=O)n(-c3ccccc3)c3ccccc23)cc1	5	0.9	-20	14%[57.1 µM]	-4%	0.2	0	1%[57.1 µM]	-8%
COc1ccc(C(=O)Nc2cccc(-c3nc4ncccc4o3)c2C)cc1	2	-0.5	1	-5%	3%	-0.7	6	-4%	6%
CCCCC(=O)Nc1ccc(C(=O)N2CCN(C)CC2)cc1	-2	1.0	6	1%[57.1 µM]	-7%	1.1	0	4%[57.1 µM]	-7%
CCOc1ccc(NC(=O)CSc2nc3ccsc3c(=O)n2CCC(=O)O)cc1	0	0.4	-7	14%	-14%	2.0	7	-2%	-13%
CCOc1ccccc1CN1CCN(Cc2cc(=O)c3ccccc3[nH]2)CC1CCO (stereo unspecified)	5	-0.1	-19	-8%	0%	-0.7	3	-2%	-12%
Cc1ccc(OCCOC(=O)c2c(-c3ccccc3)noc2C)cc1	1	2.6	10	22%	4%	0.6	3	4%	?
O=C(N/N=C/c1c[nH]c2c1ccc1ccccc12)c1ccc([N+](=O)[O-])cc1	5	1.0	-6	23%[57.1 µM]	-1%	0.4	-3	7%[57.1 µM]	-16%
Cc1cc(C)cc(OCC(=O)Nc2ccc(N3CCN(S(C)(=O)=O)CC3)cc2)c1	-6	0.6	-20	18%	3%	0.5	1	7%	-15%
O=C(Nc1ccncc1)Nc1cccc(Cl)c1Cl	2	0.5	4	22%	5%	0.3	-4	2%	-10%
O=C(NC(=S)Nc1ccccc1N1CCN(C(=O)c2ccccc2)CC1)c1cccs1	-5	0.8	-7	0%	-19%	0.8	2	0%	-8%
Cc1cc(=O)oc2cc(OCc3ccc(C(=O)N4CCN(c5ccccc5)CC4)cc3)ccc12	-8	0.0	/	-12%[57.1 µM]	2%	/	-2	51%[activator][57.1 µM]	-1%
CCOC(=O)c1ccc(NC(=O)CCSCCc2ccccn2)cc1	-1	-0.6	-3	11%	14%	-0.2	-8	5%	-10%
O=C(NCCO)c1cc2ccccc2cc1O	7&13	-0.1&-0.2	5&-7	30%	9%	1.0&-0.3	1	10%	-11%
O=C1CC(c2ccc(F)cc2)Cc2nc(NCC3CCCO3)ncc21 (stereo unspecified)	6	1.0	17	-1%	4%	-1.6	5	-3%	-14%
CN(C)c1ccc(/C=N/N=C(N)N)cc1[N+](=O)[O-]	-1	-0.4	12	25%[57.1 µM]	16%	/	-11	6%[57.1 µM]	-1%
COc1ccc(CNC(=O)CSCc2cccc(Cl)c2)cc1	0	0.0	1	13%	2%	-0.8	-2	0%	-1%
COc1ccc([N+](=O)[O-])cc1NC(=O)COC(=O)Cn1cnc2ccccc2c1=O	/	/	/	2%	8%	/	-3	-5%	-19%
O=C(Nc1cccc(F)c1)c1ccc2oc(=O)n(Cc3ccccc3)c2c1	0	1.1	/	5%[57.1 µM]	-6%	2.2	-6	-2%[57.1 µM]	-20%
Cc1ccc(S(=O)(=O)N(CC(=O)NCCSc2ccccn2)c2cc(C)cc(C)c2)cc1	0	0.2	9	23%[57.1 µM]	2%	0.7	0	-3%[57.1 µM]	-23%
CSc1ncccc1C(=O)Nc1ccc(S(=O)(=O)Nc2nccs2)cc1	1	0.3	-6	-11%	-1%	-0.6	4	-7%	6%
CCc1c(C)sc(NC(=O)/C=C/c2ccc3c(c2)OCO3)c1C(=O)OC	12	0.1	5	-6%	5%	0.0	-3	-5%	-28%
Cc1ccc(-n2nc(C(=O)NCc3ccco3)c3c4ccccc4n(C)c3c2=O)cc1	-3	0.1	11	-6%[57.1 µM]	-5%	-0.8	1	10%	-21%
COc1ccc2nc(NC(=O)c3ccc(S(=O)(=O)N4CCCC(C)C4)cc3)sc2c1 (stereo unspecified)	0	0.1	/	22%[57.1 µM]	16%	-0.3	1	4%[57.1 µM]	-20%
Cc1ccc(C(=O)Nc2ccc([N+](=O)[O-])cn2)o1	21	-1.9	3	-15%	-2%	-1.1	-6	-11%	-6%
